Pol beta inh: blocks human DNA polymerase beta activity | P06746 | Pol beta primer extension/strand displacement, fluorescence kinetic | Potency, µM (titrated, usually from 114 µM), for inactives: at the highest dose activity change, negative = inhibition, hits mostly inhibitors | hit rate 1.3% among 340,000 | AID 485314; also: % is scaled to controls: 0 for no effect and ±100 for the full control effect
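Pol beta (10 nM) was preincubated with compound for 15 min at room temperature. The reaction was then started with 50 nM substrate and read immediately and after a further 10 min at room temperature.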
G9a inh: G9a (human) methyltransferase inhibition. Q96KQ7. G9a H3K9 monomethylation, AlphaScreen, 2 h. Potency, µM (doses to about 102 µM), for the others: top-dose activity, negative = inhibition, actives largely listed as inhibitors. hit rate 8.8% among 350,000; also: % is scaled to controls: 0 for no effect and ±100 for the full control effect; nearly all actives have a fitted effect of over 75% in size
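Quantitative HTS format: methyltransferase activity on a biotin-tagged H3K9 peptide is measured by AlphaScreen, using a rabbit anti-monomethyl-H3K9 antibody with streptavidin donor and anti-IgG acceptor beads. Final levels are 20 nM enzyme, 500 nM peptide, 20 uM SAM; 2 h RT.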
Pol kappa inh: inhibitors of human DNA polymerase kappa; purified Pol kappa, fluorescent DNA synthesis assay, 10 min; AID 588579; hit rate 0.53% among 400,000; Potency, µM (top dose mostly 107 µM), for inactives: at the top dose activity, negative = inhibition, usual class: inhibitors; Q9UBT6; also: % is scaled to controls: 0 for no effect and ±100 for the full control effect
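Pol kappa 10 nM + cpd, 15 min RT; start w/ substrate 50 nM final; fluorescence kinetic read, 0 and 10 min. Neg ctrl: buffer, no enzyme.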
POLH inh: blocks human DNA polymerase eta activity; Q9Y253; recombinant Pol eta, fluorescent DNA replication assay; Potency, µM (doses to about 114 µM), inactives show at the highest dose activity change, negative = inhibition, hits mostly inhibitors; hit rate 1.2% among 390,000; also: % is scaled to controls: 0 for no effect and ±100 for the full control effect
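Pol eta (10 nM) was preincubated with compounds for 15 min at room temperature, after which fluorescent replication substrate (50 nM final) was added to start the reaction. Fluorescence was read kinetically at 0 and 10 min.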
APE1 inh: blocks human APE1 abasic DNA cleavage; AID 2517; Potency, µM (titrated, usually from 65.8 µM), for inactives: at the highest dose activity change, negative = inhibition, usual class: inhibitors; recombinant APE1, TAMRA/BHQ-2 abasic DNA cleavage fluorescence; hit rate 0.35% among 350,000;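 also: plate controls were vehicle for no effect and reference inhibitor for full effect; nearly all actives have a fitted effect of over 55% in size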
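Measures dequenching upon AP-site incision of a 5'-TAMRA/3'-BHQ-2 THF-containing duplex, 50 nM; human APE1 0.75 nM after 15 min room-temperature exposure to compound; kinetic three-point read at one-minute spacing.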
BAZ2B block: BAZ2B (human) inhibition. Potency, µM (top dose mostly 114 µM), without a hit: at the highest dose activity change, negative = inhibition, usual class: inhibitors. Q9UIF8. hit rate 4.4% among 360,000. AlphaScreen BAZ2B-H3K14Ac peptide displacement; also: % is scaled to controls: 0 for no effect and ±100 for the full control effect; nearly all actives have a fitted effect of over 60% in size
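BAZ2B (50 nM) with biotin-H3(5-23)K14Ac peptide (50 nM) in PBS pH 7.4, 0.01% Tween-20, preformed 30 min, then compound 30 min at room temperature; top concentration 110uM. AlphaScreen streptavidin donor/nickel chelate acceptor beads (10 ug/mL final), 20 min dark, signal read.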
Apoferritin bind: candidate novel general anesthetic via apoferritin binding | P02791 | apoferritin/1-aminoanthracene competitive binding, fluorescence | Potency, µM (doses to about 77.5 µM), without a hit: top-dose activity change, negative = displacement, most hits filed as inhibitors | hit rate 0.074% among 350,000; also: % is scaled to controls: 0 for no effect and ±100 for the full control effect; nearly all actives have a fitted effect of over 20% in size
Target sequence (P02791 2-175 limits assumed): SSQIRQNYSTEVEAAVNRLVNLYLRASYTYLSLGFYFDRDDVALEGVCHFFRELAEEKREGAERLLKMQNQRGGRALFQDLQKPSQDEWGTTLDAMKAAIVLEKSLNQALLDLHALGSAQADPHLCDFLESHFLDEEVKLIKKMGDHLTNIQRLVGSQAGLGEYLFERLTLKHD
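Concentration-response curves derived by four-parameter Hill fitting of normalized fluorescence, where compounds displaced 1-AMA from 10 uM horse apoferritin following a brief 10 min room-temperature incubation; propofol titration acted as positive control.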
BLM helicase inh: blocks DNA unwinding by human BLM helicase; P54132; recombinant BLM DNA unwinding, fluorescence dequenching; Potency, µM (series often up to 56.1 µM), for inactives: at the highest dose activity change, negative = inhibition, hits mostly inhibitors; hit rate 0.2% among 350,000; AID 2528;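 also: plate controls were vehicle for no effect and no enzyme for full effect; nearly all actives have a fitted effect of over 35% in size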
POLI inh: blocks human DNA polymerase iota activity; Q9UNA4; Pol iota fluorescent replication assay, 10 min; Potency, µM (top dose mostly 115 µM), without a hit: at the top dose activity, negative = inhibition, most hits filed as inhibitors; hit rate 1% among 390,000; AID 588590
Target sequence (Q9UNA4 whole entry, looked up): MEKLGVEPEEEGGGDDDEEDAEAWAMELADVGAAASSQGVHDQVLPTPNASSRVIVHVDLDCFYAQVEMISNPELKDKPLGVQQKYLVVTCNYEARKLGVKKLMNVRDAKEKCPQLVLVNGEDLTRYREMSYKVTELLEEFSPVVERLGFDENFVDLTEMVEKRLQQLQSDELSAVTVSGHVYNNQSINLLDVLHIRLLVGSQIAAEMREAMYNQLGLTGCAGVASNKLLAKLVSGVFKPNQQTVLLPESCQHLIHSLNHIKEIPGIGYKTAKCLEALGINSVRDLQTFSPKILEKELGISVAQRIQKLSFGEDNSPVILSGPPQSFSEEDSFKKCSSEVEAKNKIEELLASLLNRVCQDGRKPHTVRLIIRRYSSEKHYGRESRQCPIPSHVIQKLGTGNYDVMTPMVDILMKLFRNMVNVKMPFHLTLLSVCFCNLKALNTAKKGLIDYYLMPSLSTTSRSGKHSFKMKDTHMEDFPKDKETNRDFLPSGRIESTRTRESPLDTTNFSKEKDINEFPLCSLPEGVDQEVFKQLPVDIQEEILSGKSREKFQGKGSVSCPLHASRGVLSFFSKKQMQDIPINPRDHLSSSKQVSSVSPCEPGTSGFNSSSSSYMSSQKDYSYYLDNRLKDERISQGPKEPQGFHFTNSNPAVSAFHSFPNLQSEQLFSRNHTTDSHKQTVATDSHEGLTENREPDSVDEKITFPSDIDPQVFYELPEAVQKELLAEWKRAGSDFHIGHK
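Pol iota at 10 nM preincubated 15 min with compounds at room temperature; reaction started with fluorescent substrate, 50 nM final. Fluorescence read kinetically at 0 and 10 min; buffer-only wells as negative control.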
Numbers without * were called inactive; ? = inconclusive; . = not tested or not shown; [ ] = remark or other dose. Calls follow the shape of the dose curve; as a rule, active = well fitted curve in the direction sought with a large enough effect; inconclusive = small, poorly fitted or top-dose-only effect, or another doubt; inactive = no such curve, though single readings can be large; an effect the other way counts as inactive or inconclusive. Potency is read from the fitted curve at half-maximal effect. An excerpt; count on the stated rates, not on these rows.

SMILES | Pol beta inh | G9a inh | Pol kappa inh | POLH inh | APE1 inh | BAZ2B block | Apoferritin bind | BLM helicase inh | POLI inh
COc1ccc(NC(=O)Nc2cccs2)cc1Cl | 0% | ? | -12% | -15% | -11% | ? | -10% | -9% | -18%
Cc1ccc(S(=O)(=O)Nc2cc3c(cc2N2CCOCC2)n(C)c(=O)c(=O)n3C)cc1 | 20% | ? | 0% | -8% | 54% | -22% | 2% | 3% | 48%[activator]
O=C(COC(=O)CCC(=O)c1cccs1)Nc1cccc(F)c1 | . | 17%[12.7 µM] | 6% | -9% | 29% | 3% | . | . | -3%
COc1ccc(NC(=O)c2ccc(C)cc2)cc1 | -23% | 10%[59 µM] | 6% | -6% | 7% | -18% | 8% | -4% | 21%
COc1ccc(C2(O)CCN(C(=O)c3c(F)cccc3F)CC2)cc1 | 9% | -8% | -14% | 11% | 2% | 6% | -6% | -1% | -10%
O=C(NCCCn1ccnc1)/C(=C\c1ccco1)NC(=O)c1ccco1 | -22% | ? | 1%[60.1 µM] | 5% | 2% | 89µM* | -7% | -8% | -15%
C[C@H]1CN([C@@H](C)CO)C(=O)Cc2cc(NS(C)(=O)=O)ccc2O[C@@H]1CN(C)Cc1ccc(Cl)c(Cl)c1 | . | . | 0% | -16% | -3% | . | . | . | 5%
C=CCn1cc(C(=O)c2cc(Br)ccc2O)cc(C#N)c1=O | 16% | -43%[12.7 µM] | -13% | -7% | -1% | -16% | 0% | -3% | 46%[activator]
COc1ccccc1NS(=O)(=O)c1cccc(C(=O)NCC(c2ccc(F)cc2)N2CCOCC2)c1 (stereo unspecified) | . | -30% | -13% | -17% | 34% | 7% | . | . | 28%
CCOC(=O)N1CCN(CCC(=O)Nc2ccc(OC)cc2)CC1 | 17% | 12%[59 µM] | 3% | -10% | 6% | -6% | 3% | -1% | -4%
CCn1c(=O)n(CC)c2cc(S(=O)(=O)NCCOc3ccccc3)c(C)cc21 | -15% | -25%[12.7 µM] | -12% | -3% | -2% | 6% | -6% | -2% | 24%
CCOC(=O)N1N=C(C)CC1(O)c1ccccc1 (stereo unspecified) | 0% | 0%[59 µM] | 3% | -13% | 2% | -3% | -4% | -4% | 16%
COc1cc(NC(=O)c2cccc(F)c2)cc(OC)c1OC | -3% | . | -1% | -8% | 2% | -9% | -9% | 0% | ?
[O-][n+]1c2c(nc3c1-c1ccccc1C3O)CCCC2 (stereo unspecified) | 1% | -25%[12.7 µM] | . | . | 15% | -19% | -9% | -4% | .
CC(CNC(=O)c1ccc2c(c1)OCO2)c1ccc([N+](=O)[O-])cc1 (stereo unspecified) | 20% | 9% | 13% | -17% | 2% | -18% | -12% | 0% | 52%[activator]
Cc1ccc(S(=O)(=O)NCCCCC(NC(=O)OC(C)(C)C)C(=O)O)cc1 (stereo unspecified) (tested in a mixture with another compound) | 89% | 5%[59 µM] | 0% | -10% | 3% | 2% | 4% | 2% | 7%
O=C(COc1nnnc2ccccc12)N1CCCc2ccccc21 | 1% | -5%[12.7 µM] | -9% | -10% | 0% | 7% | -4% | -7% | 5%
Cc1ccc([N+](=O)[O-])cc1S(=O)(=O)N1CCCC1 | -1%[57.1 µM] | ? | 2% | 4% | -8% | 5% | 0% | 0% | 32%[activator]
CCOC(=O)C1=C(CC)Nc2ccccc2N=C1NC(=O)CCN1C(=O)C2CCCCC2C1=O (stereo unspecified) | 4% | 3% | -5% | -18% | -2% | -3% | -8% | -1% | 44%[activator]
COc1cc(C(=O)NCC(=O)N/N=C/c2c(C)[nH]c3ccccc23)cc(OC)c1OC | 0% | -1% | -6% | 9% | -6% | -15% | -8% | 0% | 13%
COc1ccc(CC(=O)NNC(=O)c2ccccc2)cc1OC | . | . | -5% | -12% | -7% | . | . | . | -28%
Cc1ccc(N2C(=O)C(CC(=O)Nc3cccc(F)c3)N(CCc3ccncc3)C2=O)cc1 (stereo unspecified) | 8% | -4% | 2% | 0% | 3% | -18% | -5% | -5% | 19%
O=c1c2oc3ccccc3c2n(Cc2ccccc2)c(=O)n1Cc1ccc2c(c1)OCO2 | -1% | 5%[59 µM] | -12% | -22% | . | -26% | -4% | -4% | 16%
O=C1C2C3CCC(O3)C2C(=O)N1c1cc(OCC(F)F)cc([N+](=O)[O-])c1 (stereo unspecified) | . | -47% | -6% | -18% | 53% | 7% | . | . | 12%
CCc1cccc(NC(=O)[C@@H]2CCCN2C2=NS(=O)(=O)c3ccccc32)c1 | . | 28%[12.7 µM] | -1% | -7% | 54%[activator] | -5% | . | . | 17%
CCc1cc(=O)oc2cc(C)cc(OC(C)C(=O)NCCN3CCOCC3)c12 (stereo unspecified) | -2% | -3% | 7% | -6% | 44%[activator] | -11% | 1% | 3% | 30%[activator]
COc1ccc(/C=N/Nc2ccc(C(F)(F)F)cc2[N+](=O)[O-])cc1 | -1% | 3%[59 µM] | -10% | -16% | 3% | -5% | -13% | -2% | -2%
COC(=O)c1cc(COC(=O)c2nc3nc(C)cc(C)n3n2)oc1C | 30% | -31% | -6% | 2% | -5% | . | -3% | 0% | 1%
O=C(Nc1ccc(Cl)c(C(F)(F)F)c1)C1CCCN(S(=O)(=O)c2cccc3cccnc23)C1 (stereo unspecified) | 0% | -3%[59 µM] | -16%[60.1 µM] | -10% | . | 7% | -5% | -5% | 6%
O=C(C1=C[C@H](C2CC2)C[C@H](OCc2ccc(CO)cc2)O1)N1CCN(Cc2ccccc2)CC1 | -8% | -13%[59 µM] | -14% | -16% | -5% | -19% | -8% | -2% | 17%
CCN(CC)C(=O)Cn1c(=O)n(-c2ccc(OC)cc2OC)c(=O)c2c(C)c(C(=O)N(CC)CC)sc21 | 9% | 15%[59 µM] | 0%[60.1 µM] | -11% | . | 13% | -14% | -2% | 31%[activator]
COc1ccc(NC(=O)C(CCS(C)(=O)=O)N2C(=O)c3ccccc3C2=O)cc1 (stereo unspecified) | 11% | -6%[59 µM] | 14% | -11% | 2% | 6% | -9% | -1% | 6%
O=C1c2ccc(-c3ccc(F)cc3OCc3ccccc3)cc2S(=O)(=O)c2cccc(C(=O)N3CCN(c4ncc(Cl)cc4Cl)CC3)c21 | . | . | -12% | -4% | -12% | . | . | . | 0%
CCC(=O)N1CCc2cc(Br)cc(S(=O)(=O)C3(C(=O)OC)CC3)c21 | -15% | -27%[12.7 µM] | -5% | -6% | -1% | 2% | 3% | -8% | -3%
CCCNS(=O)(=O)/C=C/c1ccccc1 | 25% | 2% | 0% | 2% | -1% | . | -10% | 0% | 152%[activator]
COc1ccccc1/C=C(/C(=O)OCC(N)=O)c1ccccc1 | 2% | 8%[59 µM] | -19% | -21% | -1% | -1% | -3% | -1% | 27%
c1ccc(Cn2nnc3c(NCc4ccc5c(c4)OCO5)ncnc32)cc1 | 2% | . | 9% | -7% | 3% | -11% | 6% | -4% | 27%
CCc1ccccc1NC(=O)CSc1nnc(-c2cc(OC)c(OC)c(OC)c2)o1 | ? | -6%[59 µM] | -21% | -19% | . | 7% | -11% | -4% | 45%[activator]
COC(=O)c1ccccc1NC(=O)CSc1nnc(Cc2ccc(Cl)cc2)o1 | -2% | ? | -18% | -22% | -2% | 12% | -10% | -1% | -8%
COc1ccc(CCC(=O)Nc2cnc3ccccc3c2)cc1 | 8% | 26% | -1% | -22% | 39% | 1% | -6% | -3% | 68%[activator]
Cc1ccc(-n2cc3c(=O)n(C)c(=O)n(C)c3c2)cc1C | 19% | 45µM* | -7% | -14% | 13% | -17% | ? | -5% | 36%[activator]
COc1ccc(NC(=O)N2CCC(NC(=O)c3ccco3)CC2)cc1 | 4% | 10%[59 µM] | -3% | 12% | 4% | 4% | -17% | -3% | 4%
CC(=O)Nc1ccc(CN2CCN(CC(C)C)C(CCO)C2)cc1 (stereo unspecified) | -24% | . | -7% | -12% | 0% | 6% | -4% | -3% | 65%[activator]

Limited to POLI inh and POLH inh, for 6 of the compounds above:
structure	POLI inh	POLH inh
CCCNS(=O)(=O)/C=C/c1ccccc1	152%[activator]	2%
COc1ccccc1/C=C(/C(=O)OCC(N)=O)c1ccccc1	27%	-21%
c1ccc(Cn2nnc3c(NCc4ccc5c(c4)OCO5)ncnc32)cc1	27%	-7%
CCc1ccccc1NC(=O)CSc1nnc(-c2cc(OC)c(OC)c(OC)c2)o1	45%[activator]	-19%
COC(=O)c1ccccc1NC(=O)CSc1nnc(Cc2ccc(Cl)cc2)o1	-8%	-22%
COc1ccc(CCC(=O)Nc2cnc3ccccc3c2)cc1	68%[activator]	-22%

Entries of single compounds, quoted from the list.
`COC(=O)c1cc(COC(=O)c2nc3nc(C)cc(C)n3n2)oc1C` is listed as Pol beta inh: 30%; G9a inh: -31%; Pol kappa inh: -6%; POLH inh: 2%; APE1 inh: -5%; BAZ2B block: .; Apoferritin bind: -3%; BLM helicase inh: 0%; POLI inh: 1%
`COC(=O)c1ccccc1NC(=O)CSc1nnc(Cc2ccc(Cl)cc2)o1` is listed as Pol beta inh: -2%; G9a inh: ?; Pol kappa inh: -18%; POLH inh: -22%; APE1 inh: -2%; BAZ2B block: 12%; Apoferritin bind: -10%; BLM helicase inh: -1%; POLI inh: -8%

Screens (PubChem)
